Screening data (PubChem)
mut p53 react: mutant p53 pathway re-activators, primary screen, cell-based, SW480, luciferase, single point, HTS. AID 624151, 2012. 28,000 compounds, 1.5% hits. SW480 PUMA-promoter luciferase, p53 mutant reactivation. activation, % at 9.98 µM; in the data active means activation above about 52%; inconclusive means no clear call, values can overlap the other calls
STK33 inh: STK33 kinase inhibitors, primary screen, biochemical, luminescence, ADP-Glo, MBP substrate; 27,000 compounds, 0.44% hits; Serine/threonine-protein kinase 33 (Homo sapiens), Q9BYT3; AID 2322, 2010; inhibition, % at 12.5 µM; in the data active means inhibition above about 20%; inconclusive means no clear call, values can overlap the other calls
Target sequence (Q9BYT3 whole entry, looked up): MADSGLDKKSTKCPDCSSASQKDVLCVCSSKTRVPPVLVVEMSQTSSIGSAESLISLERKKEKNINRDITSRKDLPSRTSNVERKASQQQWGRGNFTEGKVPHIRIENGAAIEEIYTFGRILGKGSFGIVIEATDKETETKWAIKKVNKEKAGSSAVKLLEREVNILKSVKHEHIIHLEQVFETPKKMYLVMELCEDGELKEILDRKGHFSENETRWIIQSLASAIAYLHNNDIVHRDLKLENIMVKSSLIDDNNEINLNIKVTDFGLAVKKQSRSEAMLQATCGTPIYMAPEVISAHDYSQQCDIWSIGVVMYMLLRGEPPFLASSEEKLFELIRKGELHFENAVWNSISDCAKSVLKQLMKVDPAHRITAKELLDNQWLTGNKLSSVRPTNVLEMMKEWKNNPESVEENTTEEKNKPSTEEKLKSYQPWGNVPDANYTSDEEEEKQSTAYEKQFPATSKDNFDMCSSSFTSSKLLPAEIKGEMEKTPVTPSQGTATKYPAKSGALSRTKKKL
* = called active by the depositor; u = inconclusive; x = no result given.

canonical_smiles | mut p53 react | STK33 inh
Nc1c2c(nc3ccccc13)CCCC2 | -1.4 | -2.7
O=C1c2cccc3cccc(c23)C(=O)N1CCCSc1nnc(-c2ccncc2)n1-c1ccccc1 | -8.8 | 6.0
COc1ccc(NC(=O)Nc2ccc3c(c2)C(=O)N([C@@H](C)CO)C[C@@H](C)[C@@H](CN(C)Cc2ccc(C(=O)O)cc2)O3)cc1 | -13.1 | -0.2
C[C@H]1CN([C@@H](C)CO)C(=O)Cc2cc(NC(=O)Nc3cccc4ccccc34)ccc2O[C@@H]1CN(C)C(=O)Nc1ccc2c(c1)OCO2 | x | 1.0
COc1ccc(CNC2C3CC4CC(C3)CC2C4)c(OC)c1C (centres undefined) | -7.4 | x
Cc1cccc(Cn2c(NCCCO)nc3c2c(=O)n(C)c(=O)n3C)c1 | -15.8 | 5.5
Cc1ccc(-c2cnc3c(c2)C(=O)N([C@H](C)CO)C[C@@H](C)[C@H](CN(C)CC2CCCCC2)O3)cc1 | -12.0 | x
Cn1c(=O)c2c(n(C)c1=O)n(C)c(=O)n2C | 0.0 | 0.7
Cc1ccc(S(=O)(=O)N(C)C[C@H]2Oc3ccc(NS(=O)(=O)c4ccc(Cl)cc4)cc3CC(=O)N([C@@H](C)CO)C[C@H]2C)cc1 | x | 3.2
Cc1ccnc(NS(=O)(=O)c2ccc(N)cc2)n1 | 3.8 | -2.8
Cc1noc(C)c1S(=O)(=O)Nc1ccc2c(c1)CC(=O)N([C@H](C)CO)C[C@@H](C)[C@H](CN(C)Cc1ccc(C(=O)O)cc1)O2 | x | -0.8
CC(C)NC(=O)Nc1ccc2c(c1)C(=O)N([C@@H](C)CO)C[C@H](C)[C@H](CN(C)C(=O)c1ccncc1)OCCCC[C@@H](C)O2 | 1.3 | x
Cc1nnc(SCC(=O)Nc2cccc(Cl)c2Cl)n1-c1ccc(F)cc1 | -10.9 | -0.7
COc1ccc(C(=O)CC2(O)C(=O)N(Cc3ccccc3)c3ccc(Br)cc32)cc1[N+](=O)[O-] (centres undefined) | -4.6 | -3.8
C[C@@H]1CN([C@H](C)CO)C(=O)Cc2cc(NC(=O)Cc3ccccc3)ccc2O[C@H]1CN(C)C | x | -6.6
COc1ccc2c(c1)OCC(Cc1ccc(OC)c(OC)c1)C2=O (centres undefined) | x | 0.3
COc1ccc(CN(C)C[C@@H]2Oc3ccc(NS(=O)(=O)c4ccccc4)cc3CC(=O)N([C@H](C)CO)C[C@H]2C)cc1 | x | -1.7
Cc1noc(C)c1NC(=O)Nc1ccc2c(c1)CC(=O)N([C@@H](C)CO)C[C@H](C)[C@@H](CN(C)C(=O)Nc1ccccc1)O2 | x | 0.5
C[C@H]1CN([C@@H](C)CO)C(=O)Cc2cc(NC(=O)Nc3ccccc3)ccc2O[C@@H]1CN(C)C(=O)Nc1cccc2ccccc12 | x | -3.3
COc1ccc2ncc3c(c2c1)-c1cc(Cl)ccc1OC3 | 69.2* | x
CN1CCN(C2=Nc3cc(F)ccc3Cc3ccccc32)CC1 | x | 0.3
CC(C)(C)NC(=O)Cn1cc(C(=O)c2ccco2)c2ccccc21 | -6.4 | 1.8
Cc1nn(S(=O)(=O)N(C)C)c(C)c1CN1C(=O)c2ccccc2C1=O | -5.5 | -0.6
CCC(=O)N1CCN(c2ccc(Cl)cc2NC(=O)COc2ccc(Br)cc2)CC1 | 3.4 | -1.1
C[C@H]1CN([C@@H](C)CO)C(=O)c2cc(NS(=O)(=O)c3cccs3)ccc2O[C@H]1CN(C)S(=O)(=O)c1cccs1 | x | 0.3
C[C@H]1CN([C@@H](C)CO)C(=O)c2cc(N(C)C)ccc2O[C@@H]1CN(C)Cc1ccncc1 | -0.7 | -3.5
COc1cccc(-c2cc(C(F)(F)F)n3nc(C(=O)NCc4ccccn4)cc3n2)c1 | 29.1 | 0.0
COc1ccc(CN(C)C[C@@H]2Oc3c(NC(=O)Nc4c(C)noc4C)cccc3C(=O)N([C@H](C)CO)C[C@@H]2C)cc1 | -3.5 | x
CCCN(C)C[C@@H]1Oc2ncc(C#Cc3ccc(OC)c(OC)c3)cc2C(=O)N([C@H](C)CO)C[C@@H]1C | 6.9 | -1.0
Cc1cc(S(=O)(=O)Nc2ccc(C(=O)O)cc2)c(C)c(S(=O)(=O)c2ccc(Cl)cc2)c1 | 1.2 | -5.1
CC(C)NC(=O)N(C)C[C@@H]1OCc2cnnn2CCCC(=O)N([C@H](C)CO)C[C@@H]1C | 3.1 | 3.9
COc1ccc(S(=O)(=O)N(C)C[C@H]2Oc3ccc(NC(=O)C4CCCCC4)cc3C(=O)N([C@@H](C)CO)C[C@@H]2C)cc1 | x | 0.8
CCc1c(C)nc(Nc2nc(C)c3ccc(OC)cc3n2)[nH]c1=O | u | 0.8
O=C(NCc1ccccn1)c1cc(-n2cnnc2)ccc1Cl | -1.4 | -2.5
COc1ccc(C#Cc2ccc3c(c2)O[C@H](CN(C)C(=O)NC2CCCCC2)[C@H](C)CN([C@@H](C)CO)S3(=O)=O)cc1 | -40.7 | x
COc1cccc(C#Cc2cnc3c(c2)C(=O)N([C@@H](C)CO)C[C@H](C)[C@H](CN(C)CC2CC2)O3)c1 | 4.9 | x

Record cards (already shown). Order of screens: mut p53 react	STK33 inh
Profile of Cc1noc(C)c1NC(=O)Nc1ccc2c(c1)CC(=O)N([C@@H](C)CO)C[C@H](C)[C@@H](CN(C)C(=O)Nc1ccccc1)O2 : x	0.5
Profile of COc1ccc(NC(=O)Nc2ccc3c(c2)C(=O)N([C@@H](C)CO)C[C@@H](C)[C@@H](CN(C)Cc2ccc(C(=O)O)cc2)O3)cc1 : -13.1	-0.2
Profile of Cn1c(=O)c2c(n(C)c1=O)n(C)c(=O)n2C : 0.0	0.7
Profile of CCCN(C)C[C@@H]1Oc2ncc(C#Cc3ccc(OC)c(OC)c3)cc2C(=O)N([C@H](C)CO)C[C@@H]1C : 6.9	-1.0
Profile of C[C@H]1CN([C@@H](C)CO)C(=O)Cc2cc(NC(=O)Nc3cccc4ccccc34)ccc2O[C@@H]1CN(C)C(=O)Nc1ccc2c(c1)OCO2 : x	1.0

(further entries)
canonical_smiles | mut p53 react | STK33 inh
COc1ccccc1NC(=O)CCCC(=O)O | 18.4 | -1.3
C=CCNC(=O)[C@@H]1[C@H]2C(=O)O[C@H](c3ccccc3)[C@H](c3ccccc3)N2[C@H](c2ccccc2OCCO)[C@@]12C(=O)N(C(=O)OCCOC)c1ccc(C#CCCO)cc12 | x | 2.8
COc1ccccc1NC(=O)c1ccc(CSc2nc3ccccc3o2)cc1 | 22.4 | 0.5
C[C@@H]1CN([C@H](C)CO)C(=O)Cc2cc(NC(=O)Nc3ccc(C(F)(F)F)cc3)ccc2O[C@H]1CN(C)CC1CCCCC1 | x | -5.4
C[C@@H]1CN([C@@H](C)CO)C(=O)Cc2cc(NC(=O)C3CCCCC3)ccc2O[C@H]1CN(C)Cc1ccncc1 | -1.6 | x
CNC[C@H]1Oc2ccc(NC(=O)Nc3ccc(F)cc3)cc2CC(=O)N([C@H](C)CO)C[C@H]1C | x | -0.3
CCc1ccc(OCC(=O)Nc2sc3c(c2C(N)=O)CCCC3)c(Br)c1 | 19.9 | 7.1
Cc1c(Cl)cccc1NC(=O)C(C)N(c1ccc(Oc2ccccc2)cc1)S(C)(=O)=O (centres undefined) | 2.8 | -5.5
COc1ccc(NC(=O)Nc2cccc3c2O[C@H](CN(C)S(C)(=O)=O)[C@H](C)CN([C@@H](C)CO)C3=O)cc1 | x | -4.2
Cc1ccc2cc(S(=O)(=O)NCCC(=O)O)ccc2c1 | 12.3 | -4.4
CC(C)CC#Cc1ccc2c(c1)O[C@@H](CN(C)Cc1ccccn1)[C@@H](C)CN([C@@H](C)CO)S2(=O)=O | -8.3 | x
C[C@H]1CN([C@@H](C)CO)C(=O)Cc2cc(NC(=O)C3CCCCC3)ccc2O[C@@H]1CN(C)C(=O)Nc1cccc2ccccc12 | x | 1.7

More structures follow.
Results follow in this order: mut p53 react, STK33 inh
Cc1n[nH]c(C)c1Sc1nccc(-c2cccnc2)n1
→ 2.9, x
COc1ccccc1N(Cc1cc2ccc(C)cc2[nH]c1=O)S(=O)(=O)c1ccccc1
→ -2.6, 1.7
C[C@@H]1CN([C@@H](C)CO)C(=O)c2cc(NS(C)(=O)=O)ccc2O[C@@H](C)CCCCO[C@H]1CN(C)C(=O)Cc1ccccc1
→ -2.2, x
C[C@@H]1CN([C@@H](C)CO)C(=O)c2cc(NC(=O)Cn3cnnn3)ccc2O[C@@H]1CN(C)Cc1ccc(C(=O)O)cc1
→ x, -1.1
CCCn1nnnc1NC(=O)COc1ccc(Cl)c(C)c1
→ -11.4, -1.4
C[C@@H]1CN([C@H](C)CO)C(=O)c2cc(NC(=O)Nc3ccccc3)ccc2O[C@@H](C)CCCCO[C@@H]1CN(C)C(=O)Cc1ccccc1
→ -9.5, x
CCCCN(C)S(=O)(=O)c1cc(-c2nnc3c4ccccc4c(C)nn23)ccc1OC
→ 8.9, -5.5
O=C(Cc1cc(C(=O)O)c2ccccc2n1)Nc1ccccc1
→ -10.1, -1.1
COc1ccc(CC(=O)Nc2cccc(C(=O)Nc3ccccc3C(=O)O)c2)cc1OC
→ -2.7, 2.4
CCN(CC)CCNc1nc(-c2ccco2)c2c(c1C#N)CC(C)(C)OC2
→ 10.1, x
CC(=O)OC1CC2(C)C(CCC3C4(C)CCC(=O)C(C)C4C(O)C(=O)C32C)/C1=C(\CCC=C(C)C)C(=O)O (centres undefined)
→ -6.5, 4.6
COc1ccc(S(=O)(=O)N(C)C[C@@H]2Oc3ccc(NC(=O)CCN4CCOCC4)cc3C(=O)N([C@H](C)CO)C[C@H]2C)cc1
→ 0.1, x
C[C@H]1CN([C@@H](C)CO)C(=O)c2cc(NS(=O)(=O)c3ccc(F)cc3)ccc2O[C@H]1CN(C)Cc1ccncc1
→ x, -0.5
CCCC(O)C#Cc1cnc2c(c1)C(=O)N([C@H](C)CO)C[C@H](C)[C@H](CN(C)S(=O)(=O)c1cccs1)O2 (some centres undefined)
→ 1.4, -3.0
COc1ccccc1NC(=O)c1cc2ccccc2c(C=Nc2ccc(NC(C)=O)cc2)c1O
→ -2.7, x
CC(C)NC(=O)N(C)C[C@@H]1OCCCC[C@H](C)Oc2ccc(NC(=O)Nc3ccc(C(F)(F)F)cc3)cc2C(=O)N([C@@H](C)CO)C[C@H]1C
→ -60.1, x
C[C@H](CO)N1C[C@H](C)[C@H](CN(C)Cc2ccccc2)OCCCC[C@H](C)Oc2ccc(NC(=O)Cc3ccccc3)cc2C1=O
→ -11.5, x
COc1ccc(OCCCSc2ncccn2)cc1
→ 126.3*, 6.3
C[C@H]1CN([C@@H](C)CO)C(=O)Cc2cc(NC(=O)NC3CCCCC3)ccc2O[C@@H]1CN(C)Cc1ccc(C(F)(F)F)cc1
→ x, -2.1
N#Cc1cc2c(nc1SCCS(=O)(=O)c1nc3ccccc3s1)CCCC2
→ -8.7, 0.2
CNC[C@H]1Oc2ccc(NS(=O)(=O)c3cccs3)cc2CC(=O)N([C@@H](C)CO)C[C@H]1C
→ 1.3, -0.3
COc1ccc(S(=O)(=O)N(C)C[C@H]2OCCCC[C@@H](C)Oc3ccc(NS(=O)(=O)c4cccs4)cc3C(=O)N([C@H](C)CO)C[C@@H]2C)cc1
→ x, 1.7
C[C@H]1CN([C@@H](C)CO)C(=O)c2cc(NC(=O)CCN3CCOCC3)ccc2O[C@@H]1CN(C)C(=O)Nc1ccc(F)cc1
→ -3.1, x
O=C(CN(c1ccc(F)cc1)S(=O)(=O)c1ccc2c(c1)OCCO2)N1CCc2ccccc2C1
→ 5.9, 3.2
C=CCNC(=O)[C@H]1[C@@H]2C(=O)O[C@@H](c3ccccc3)[C@@H](c3ccccc3)N2[C@@H](c2ccc(OCCO)cc2)[C@]12C(=O)Nc1ccccc12
→ x, 11.2
Cc1ccc(S(=O)(=O)N(C)C[C@H]2Oc3ccc(NC(=O)NC4CCCCC4)cc3C(=O)N([C@@H](C)CO)C[C@H]2C)cc1
→ x, 0.7
COc1ccc(S(=O)(=O)Nc2cccc3c2O[C@H](CN(C)C)[C@@H](C)CN([C@H](C)CO)C3=O)cc1
→ -1.7, x
Cc1noc(C)c1S(=O)(=O)Nc1ccc2c(c1)CC(=O)N([C@H](C)CO)C[C@H](C)[C@H](CN(C)Cc1ccccc1)O2
→ x, 1.1
COc1ccc(S(=O)(=O)N(C)C[C@@H]2Oc3ccc(NC(=O)Cn4cnnn4)cc3C(=O)N([C@@H](C)CO)C[C@@H]2C)cc1
→ 9.1, -3.7
C[C@@H]1CN([C@@H](C)CO)C(=O)c2cc(NC(=O)CCC(F)(F)F)ccc2O[C@@H]1CN(C)Cc1ccc(C(F)(F)F)cc1
→ x, 2.0
C[C@@H]1CN([C@@H](C)CO)C(=O)c2cc(/C=C/c3ccccc3)cnc2O[C@H]1CN(C)C(=O)Nc1ccc(C(F)(F)F)cc1
→ -18.8, x
C[C@H](CO)N1C[C@H](C)[C@H](CN(C)S(=O)(=O)c2cn(C)cn2)OCCCC[C@H](C)Oc2ccc(NS(=O)(=O)c3cn(C)cn3)cc2C1=O
→ 6.2, x
Cc1noc(C)c1S(=O)(=O)N(C)C[C@H]1Oc2ccc(NC(=O)Cc3ccccc3)cc2CC(=O)N([C@@H](C)CO)C[C@H]1C
→ 4.7, -3.2
CNC[C@H]1Oc2c(NC(=O)NC3CCCCC3)cccc2C(=O)N([C@H](C)CO)C[C@@H]1C
→ 0.8, x
C[C@H]1CN([C@@H](C)CO)C(=O)c2cc(NS(=O)(=O)c3cccs3)ccc2O[C@@H]1CN(C)S(=O)(=O)c1cccs1
→ x, 0.7
Cc1nn(CC(=O)Nc2cc(F)ccc2F)c(C)c1[N+](=O)[O-]
→ -2.7, 2.6
C[C@@H]1CCCCO[C@@H](CN(C)Cc2ccc3c(c2)OCO3)[C@H](C)CN([C@@H](C)CO)C(=O)c2cc(NS(=O)(=O)c3ccccc3)ccc2O1
→ -8.4, x
O=C(C[C@@H]1C[C@H]2c3cc(NC(=O)C4CCC4)ccc3O[C@H]2[C@H](CO)O1)NCc1ccc(-c2ccccc2)cc1
→ -3.9, x

The list is partial; the hit share may differ from the screen's.
